PI5P4K alpha inh = qHTS for Inhibitors of phosphatidylinositol 5-phosphate 4-kinase (PI5P4K); PI5P4Kalpha enzyme, ADP-Glo luminescence, 60 min; active compounds read low; max response, %; Phosphatidylinositol 5-phosphate 4-kinase type-2 alpha (Homo sapiens), P48426; 1.2% of 330,000 active; AID 652105, 2013; active means max response of -50% or lower; inconclusive means between -30% and -50%; inactive means -30% or higher; further: value at the top dose of about 77 µM; on the % scale 0 is the no-effect control and ±100 the full control effect
Target sequence (P48426 whole entry, looked up): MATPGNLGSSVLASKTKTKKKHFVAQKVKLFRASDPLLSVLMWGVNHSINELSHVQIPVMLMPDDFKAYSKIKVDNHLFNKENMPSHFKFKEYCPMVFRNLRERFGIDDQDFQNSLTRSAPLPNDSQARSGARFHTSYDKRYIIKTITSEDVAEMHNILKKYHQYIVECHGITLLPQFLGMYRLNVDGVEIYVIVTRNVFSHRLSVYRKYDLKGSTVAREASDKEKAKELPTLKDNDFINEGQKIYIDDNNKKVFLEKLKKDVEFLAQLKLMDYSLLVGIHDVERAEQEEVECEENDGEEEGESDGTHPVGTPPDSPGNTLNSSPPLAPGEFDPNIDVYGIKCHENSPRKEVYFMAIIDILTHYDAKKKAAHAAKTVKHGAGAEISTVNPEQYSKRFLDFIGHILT
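Reactions run in 0.038 M HEPES pH 7.4, 0.28 mM EGTA, 0.1% CHAPS and 5% DMSO, with PI5P4Kalpha, substrate, compound and 5 microM ATP final, one hour at room temperature. Readout is ADP-Glo luminescence.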
FUS yeast rescue = qHTS for Suppressors of FUS Proteinopathy: Primary screen using FUS-linked yeast assay; 0.24% of 390,000 active; S. cerevisiae FUS-expressing, growth rescue, OD600, 24 h; Potency, µM (highest dose often 76.6 µM), for inactives: at the highest dose growth rescue (activation), usual class: activators;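 further: potency means the concentration at half of the fitted maximal effect; plate controls were DMSO vehicle for no effect and reference control for full effect; nearly all actives have a fitted effect of over 55% in size; some results filed as inactive show a strong effect at the top dose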
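FUS-expressing yeast, raffinose-pregrown, induced in 2% galactose minimal medium at OD 0.005; compounds in a dilution series, 24hr at 30C. Growth restoration read as absorbance at 600 nm. CP55940 positive control, DMSO negative.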
EPAC1 ag = qHTS for Agonist of cAMP-regulated guanine nucleotide exchange factor 3 (EPAC1): primary screen. EPAC1 agonist qHTS, biochemical assay; response scale: 100% = response to 6.5 mM cAMP. Rap guanine nucleotide exchange factor 3 (Homo sapiens), O95398. Potency, µM (top dose mostly 154 µM), for inactives: at the top dose activation, actives largely listed as activators. 0.073% of 360,000 active. AID 720707, 2013; further: potency means the concentration at half of the fitted maximal effect; nearly all actives have a fitted effect of over 60% in size
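EPAC1 100 nM, Rap1B–BODIPY-GDP 250 nM, unlabeled GDP 50 uM; compound titration; 5 min RT; kinetic read ex480/em540 at 5-min intervals ×30 min; data normalized to 6.5 mM cAMP agonist control.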
WRN inhibitor = qHTS for Inhibitors of WRN Helicase | 0.46% of 360,000 active | AID 651768, 2012 | Bifunctional 3'-5' exonuclease/ATP-dependent helicase WRN (Homo sapiens), Q14191 | Potency, µM (titrated, usually from 114 µM), inactives show top-dose activity change, negative = inhibition, most hits filed as inhibitors | WRN helicase unwinding, fluorescent forked duplex, kinetic; further: potency means the concentration at half of the fitted maximal effect; on the % scale 0 is the no-effect control and ±100 the full control effect; nearly all actives have a fitted effect of over 55% in size
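Screening of the MLSMR collection measured strand separation of a quenched forked DNA duplex (100 nM) by 20 nM WRN with 2 mM ATP, all final. Compounds were preincubated with enzyme 15 min at room temperature.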
aSyn yeast inh = qHTS of alpha-syn Inhibitors; Yeast expressing alpha-synuclein, growth rescue, BacTiter-Glo, 24 h; Potency, µM (titrated, usually from 46.1 µM), inactives show at the top dose growth rescue (activation), hits mostly activators; 0.14% of 370,000 active; further: potency means the concentration at half of the fitted maximal effect; % of control where 0% means no effect; nearly all actives have a fitted effect of over 65% in size
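Galactose-induced alpha-syn yeast (OD600=0.02, raffinose-pregrown) + pinned cpd, 24 hr, 30 deg C; growth by BacTiter-Glo luminescence. Growth restoration scores as activation.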
Abeta yeast res = qHTS for compounds that reverse cellular toxicity of Amyloid beta (A-beta) peptide in yeast: Primary Screen; yeast expressing A-beta42, growth rescue, OD600, 48 h; response scale: 0% DMSO, 100% iron-clioquinol control; Potency, µM (highest dose often 46.1 µM), without a hit: at the top dose growth rescue, usual class: activators; 0.063% of 410,000 active; further: potency means the concentration at half of the fitted maximal effect; nearly all actives have a fitted effect of over 55% in size
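Yeast A-beta toxicity model in growth medium with pinned compounds, 48 h at 30 C; growth read as absorbance at 600 nm. Normalized to FeCl3/clioquinol equimolar mix (positive) and DMSO (negative).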
PLK1 PBD inh = qHTS for Inhibitors of PLK1-PDB (polo-like kinase 1 - polo-box domain): Primary Screen; Plk1 PBD binding of FITC phosphopeptide, fluorescence polarization; Potency, µM, without a hit: max response, negative = inhibition, hits mostly inhibitors; 2.8% of 360,000 active; AID 720504, 2013; Serine/threonine-protein kinase PLK1 (Homo sapiens), P53350; further: potency means the concentration at half of the fitted maximal effect; series mostly up to about 57 µM; on the % scale 0 is the no-effect control and ±100 the full control effect; nearly all actives have a fitted effect of over 65% in size
Target sequence (P53350 whole entry, looked up, the tested form may be a part): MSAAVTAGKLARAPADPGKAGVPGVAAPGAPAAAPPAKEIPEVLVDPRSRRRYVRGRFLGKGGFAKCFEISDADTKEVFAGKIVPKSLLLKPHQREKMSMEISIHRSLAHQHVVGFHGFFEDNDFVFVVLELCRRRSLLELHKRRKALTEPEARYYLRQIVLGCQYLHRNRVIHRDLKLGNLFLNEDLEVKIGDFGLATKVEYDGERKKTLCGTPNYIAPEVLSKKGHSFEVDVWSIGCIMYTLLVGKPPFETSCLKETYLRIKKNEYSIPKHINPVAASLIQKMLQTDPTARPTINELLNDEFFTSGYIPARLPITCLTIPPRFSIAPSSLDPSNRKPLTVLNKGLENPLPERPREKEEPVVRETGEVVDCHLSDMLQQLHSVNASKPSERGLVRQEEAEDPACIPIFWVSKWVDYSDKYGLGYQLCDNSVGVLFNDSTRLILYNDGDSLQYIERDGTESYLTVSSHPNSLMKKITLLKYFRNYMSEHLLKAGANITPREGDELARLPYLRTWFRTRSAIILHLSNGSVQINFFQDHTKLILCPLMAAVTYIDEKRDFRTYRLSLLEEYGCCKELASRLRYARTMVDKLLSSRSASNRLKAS
EPAC1 antagonist = qHTS for Antagonist of cAMP-regulated guanine nucleotide exchange factor 3 (EPAC1): primary screen | Rap guanine nucleotide exchange factor 3 (Homo sapiens), O95398 | 0.14% of 360,000 active | Potency, µM (doses to about 115 µM), without a hit: at the highest dose activity change, negative = inhibition, most hits filed as inhibitors | AID 720709, 2013 | EPAC1 GEF assay, Rap1b-BODIPY-GDP exchange fluorescence;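 further: potency means the concentration at half of the fitted maximal effect; plate controls were vehicle for no effect and positive control for full effect; nearly all actives have a fitted effect of over 50% in size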
IL-2 act = qHTS of IL-2 Activators | 0.065% of 360,000 active | IL-2 activation reporter assay, cell-based qHTS; stimulated with anti-CD3/CD4/CD28 beads; in transgenic mouse T cells | activation, % (series mostly up to about 46 µM) | AID 652025, 2013; in the data active means activation above about 50%; inconclusive means mostly about 30% to 49%; further: 0% is about no effect
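Unstimulated transgenic mouse T cells; 60-min compound exposure; bead-based TCR/CD4/CD28 stimulation; 18 h culture, 37 degrees C; dual fluorescence (EGFP, DsRed) plate cytometry.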
Starred values were filed as active, the others as inactive; ? = inconclusive; . = no result given; [ ] = remark or other dose. Unless noted, the call rests on the fitted dose curve; in most records, active means well fitted curve in the direction sought with a large enough effect; inconclusive means small, poorly fitted or top-dose-only effect, or another doubt; inactive means no such curve, though single readings can be large; an effect the other way counts as inactive or inconclusive. The order is random. About 4.1% of those tested had a hit in this group.

Each structure is followed by: PI5P4K alpha inh, FUS yeast rescue, EPAC1 ag, WRN inhibitor, aSyn yeast inh, Abeta yeast res, PLK1 PBD inh, EPAC1 antagonist, IL-2 act
- COc1cc(/C=N/Nc2ccccc2C(F)(F)F)ccc1O
→ 2, 3%, 0%, -9%, -7%, 0%, ?, -6%, 0.0
- Cc1noc(C)c1NC(=O)Nc1ccc2c(c1)C(=O)N([C@H](C)CO)C[C@H](C)[C@@H](CN(C)S(=O)(=O)c1ccc(F)cc1)O2
→ -5, 31%, 3%, -4%, 6%, -11%, 2%, -4%, 0.0
- Fc1ccccc1C1CCN(Cc2nc(COc3ccccc3)no2)C1 (stereo not drawn)
→ -3, -10%, -5%, 3%, 4%, 10%, 0%, -12%, -0.3
- COc1ccc(/C=N/Nc2cc(C)nc(N3CCOCC3)n2)cc1OC
→ 1, 14%, -1%, -8%, 1%, -7%, -5%, 2%, 0.1
- COc1ccc(/C=C2\CC/C(=C\c3ccc(OC)c(OC)c3)C2=O)cc1OC
→ 5, ., 18%, -20%, -14%, -11%, -11%, -26%, -2.5
- CCOC(=O)c1cc(C#N)c(SCC(=O)OC)[nH]c1=O
→ -21, -5%, 11%, 12%, ?, -12%, -5%, 20%, -0.3
- O=S(=O)(c1ccccc1)c1cccc(S(=O)(=O)N2CCCCC2)c1
→ 0, 44%, 8%, 4%, 1%, 8%, -2%, 3%, 1.3
- C=CCc1cccc(CNc2ccc(S(=O)(=O)Nc3nccnc3OC)cc2)c1O
→ 2, 28%, -3%, -6%, 1%, 2%, -18%, 7%, 0.0
- COc1ccccc1C(=O)Nc1ccnn1C1CCN(C(=O)C(C)(C)C)CC1
→ -6, 3%, -3%, 2%, -23%, -12%, -4%, 5%, 1.5
- CCn1nc(C(=O)N2CCN(Cc3ccc4c(c3)OCO4)CC2)c2ccccc2c1=O
→ -5, 4%, -8%, 4%, -2%, -2%, 0%, 0%, -2.2
- CCOc1ccc(NC(=S)NC(=O)c2ccco2)cc1
→ -8, -14%, 2%, 0%, -1%, -2%, -8%, 3%, -1.0
- CN(C(=O)C1CCCC1)C1CCS(=O)(=O)C1 (stereo not drawn)
→ 4, 0%, -6%, -6%, 1%, -8%, -13%, 3%, -5.5
- CCCCN(C(=O)c1ccc([N+](=O)[O-])o1)c1c(N)n(CCCC)c(=O)[nH]c1=O
→ -1, -5%, -8%, -4%, 2%, 3%, -2%, 4%, 2.3
- COc1ccccc1CNC(=O)c1ccc(NC2=NC3CS(=O)(=O)CC3S2)cc1 (stereo not drawn)
→ 1, -5%, -3%, 0%, 1%, 1%, -11%, 5%, -0.1
- CC(C)N1CCN(C(=O)C2CCC(=O)N(CCc3cccc(F)c3)C2)CC1 (stereo not drawn)
→ 5, ., -11%, 0%, 10%, 4%, 16%, 4%, 2.8
- CC(=O)OC1c2c(ccc3ccc(=O)oc23)OC(C)(C)C1OC(=O)CC(C)C (stereo not drawn)
→ 18, ., -28%, -11%, -18%, -31%[inhibitor], 1%, -17%, 0.9
- COc1ccc(NC(=O)CSc2nnc(-c3cccnc3)s2)cc1
→ -6, 6%, 4%, 11%, -7%, 1%, -14%, -9%, -2.1
- CC(=O)N1CCC(O)(c2ccc3c(c2)OCO3)CC1
→ 3, -25%, 3%, 12%, -1%, -4%, 2%, 0%, -3.9
- CC(=O)Nc1ccc(-n2nnnc2SCC(=O)NCc2cccs2)cc1
→ 0, -24%, 5%, 3%, 3%, 9%, -6%, -2%, 3.2
- COc1ccc2ccc(O)c(CN3CCN(S(=O)(=O)c4cc([N+](=O)[O-])ccc4C)CC3)c2c1
→ -3, 12%, -4%, 0%, -1%[1.84 µM], 6%, -22%, -12%, -0.5
- CCN(CC(=O)Nc1ccc(NC(C)=O)cc1)C(=O)C1CCCN(C(=O)c2ccc(Cl)cc2)C1 (stereo not drawn)
→ 0, 2%, 1%, 2%, 4%, 1%, 4%, 3%, 0.5
- COCC(=O)Nc1sc2c(c1C(=O)OC)CCCC2
→ 0, 16%, 8%, -1%, 8%, -32%[inhibitor], 2%, -8%, -2.3
- COc1cc2c(cc1NC(=O)CCCN1C(=O)CCC1=O)oc1ccccc12
→ 2, 20%, -5%, -2%, 8%, 3%, ?, -1%, 1.5
- COC(=O)C1=NNC(C(=O)c2ccco2)C1c1ccc(OC)cc1 (stereo not drawn)
→ 4, 4%, 12%, 1%, -3%, -17%, -3%, -21%, 0.5
- CCOc1ncccc1C(=O)Nc1ccccc1N1CCOCC1
→ 2, 3%, -8%, 3%, 4%, -5%, 1%, -9%, 0.8
- Cc1ccc(S(=O)(=O)c2nc(S(=O)(=O)c3ccc(C)cc3)c(NCc3ccco3)s2)cc1
→ ., 40%, 14%, -3%, -3%, 2%, -3%, 3%, -1.2
- CCCCn1c(N)c(S(=O)(=O)c2ccc(C)cc2)c2nc3ccccc3nc21
→ 2, ?, 20%, -16%, 5%, 5%, -10%, ?, -3.3
- CCCN(CCC)S(=O)(=O)c1ccc(C(=O)Nc2nc(-c3ccccc3)c(C(=O)OCC)s2)cc1
→ 1, 3%, -6%, -3%, -6%, -5%, -4%, 2%, 0.3
- S=C(NCc1ccco1)NC1CCCc2ccccc21 (stereo not drawn)
→ -1, 21%, 11%, -4%, 9%, 2%, -17%, -27%, -3.2
- COCCn1c(SCC(=O)N2CCC(C)CC2)nc2c(c1=O)SCC2
→ -7, ., 7%, ?, -3%, -7%, -3%, -7%, -1.2

Some of these compounds in order of the IL-2 act value, low to high:
compound	PI5P4K alpha inh	FUS yeast rescue	WRN inhibitor	aSyn yeast inh	PLK1 PBD inh	EPAC1 antagonist	IL-2 act
CCCCn1c(N)c(S(=O)(=O)c2ccc(C)cc2)c2nc3ccccc3nc21	2	?	-16%	5%	-10%	?	-3.3
COc1ccc2ccc(O)c(CN3CCN(S(=O)(=O)c4cc([N+](=O)[O-])ccc4C)CC3)c2c1	-3	12%	0%	-1%[1.84 µM]	-22%	-12%	-0.5
COC(=O)C1=NNC(C(=O)c2ccco2)C1c1ccc(OC)cc1 (stereo not drawn)	4	4%	1%	-3%	-3%	-21%	0.5

Remaining list, next part:
Each structure is followed by: PI5P4K alpha inh, FUS yeast rescue, EPAC1 ag, WRN inhibitor, aSyn yeast inh, Abeta yeast res, PLK1 PBD inh, EPAC1 antagonist, IL-2 act
- COc1ccc(NC(=O)CC2C(=O)N(c3cccc(OC)c3)C(=O)N2Cc2ccco2)cc1 (stereo not drawn)
→ -2, 4%, 2%, -4%, 6%, -9%, -17%, -4%, 1.8
- Cc1[nH]c(=O)[nH]c(=O)c1S(=O)(=O)N1c2ccc(F)cc2CCC1C (stereo not drawn)
→ ., 14%, -2%, 10%, 1%, 21%, 0%, 9%, -1.9
- O=C(O)c1cn(Cc2ccccc2)nc1-c1cccnc1
→ 0, -28%, 2%, -3%, 3%, 10%, -13%, -4%, 0.9
- CCN(c1ccccc1)S(=O)(=O)c1ccc(C(=O)Nc2cccc(C)n2)cc1
→ 2, 25%, 15%, -11%, 0%, -1%, -1%, -12%, -0.6
- O=C1/C(=C/c2cccc(F)c2)CSc2sccc21
→ -10, 1%, 20%, -12%, -1%, -6%, -14%, 2%, -0.7
- CC(C)Cn1cc(C(=O)NCCCN2CCC(C)CC2)c2c3ccccc3n(C)c2c1=O
→ -6, 9%, 3%, -4%, -2%, -13%, -14%, -5%, -3.6
- O=C(CCCN1CCC(c2ccccc2)C1)c1ccc2c(c1)OCCO2 (stereo not drawn)
→ ., 11%, 1%, 10%, 16%, -12%, -9%, 11%, -2.4
- CCOC(CNC(=O)CCc1c(C)nc2nc(C)nn2c1C)OCC
→ 1, 12%, 5%, 2%, -2%, -2%, ?, -8%, -4.4
- CC1(C)CC(=O)C(CC(=O)NC(=O)NCc2ccccc2)=C(O)C1
→ ., 13%, -2%, 0%, -2%, 12%, -1%, 11%, -1.2
- C[C@H]1CN([C@@H](C)CO)S(=O)(=O)c2ccc(Br)cc2O[C@H]1CN(C)C(=O)Cc1ccccc1
→ 7, 15%, -11%, 2%, 3%, -5%, 0%, 11%, -0.5

Five entries already listed, arranged by molecular weight, rising.
Each structure is followed by: PI5P4K alpha inh, FUS yeast rescue, EPAC1 ag, WRN inhibitor, aSyn yeast inh, Abeta yeast res, PLK1 PBD inh, EPAC1 antagonist, IL-2 act
- CC(=O)OC1c2c(ccc3ccc(=O)oc23)OC(C)(C)C1OC(=O)CC(C)C (stereo not drawn)
→ 18, ., -28%, -11%, -18%, -31%[inhibitor], 1%, -17%, 0.9
- CCN(c1ccccc1)S(=O)(=O)c1ccc(C(=O)Nc2cccc(C)n2)cc1
→ 2, 25%, 15%, -11%, 0%, -1%, -1%, -12%, -0.6
- COc1ccc2ccc(O)c(CN3CCN(S(=O)(=O)c4cc([N+](=O)[O-])ccc4C)CC3)c2c1
→ -3, 12%, -4%, 0%, -1%[1.84 µM], 6%, -22%, -12%, -0.5
- Cc1ccc(S(=O)(=O)c2nc(S(=O)(=O)c3ccc(C)cc3)c(NCc3ccco3)s2)cc1
→ ., 40%, 14%, -3%, -3%, 2%, -3%, 3%, -1.2
- CCCN(CCC)S(=O)(=O)c1ccc(C(=O)Nc2nc(-c3ccccc3)c(C(=O)OCC)s2)cc1
→ 1, 3%, -6%, -3%, -6%, -5%, -4%, 2%, 0.3
